# TEAD-YAP inh: TEAD-YAP interaction inhibition; AID 1259422; inhibition, % at 9.12 µM; HEK-TIYL cells, TEAD-Gal4/YAP UAS-luciferase luminescence; 640,000 tested, 1.4% active; in the data active = inhibition above about 32%;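 also: 0% = median of test compound wells and 100% = reference inhibitor wells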
# FBW7 act: activators of human E3 ligase FBW7; AlphaScreen FBW7–phospho-cyclin E peptide binding, activator screen; normalized activity (activation), % at 26.1 µM; Q969H0; 650,000 tested, 0.13% active; in the data active = normalized activity above about 1.9%;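 also: purified mutant Fbw7 with reduced substrate affinity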
# Target sequence (Q969H0 whole entry, looked up): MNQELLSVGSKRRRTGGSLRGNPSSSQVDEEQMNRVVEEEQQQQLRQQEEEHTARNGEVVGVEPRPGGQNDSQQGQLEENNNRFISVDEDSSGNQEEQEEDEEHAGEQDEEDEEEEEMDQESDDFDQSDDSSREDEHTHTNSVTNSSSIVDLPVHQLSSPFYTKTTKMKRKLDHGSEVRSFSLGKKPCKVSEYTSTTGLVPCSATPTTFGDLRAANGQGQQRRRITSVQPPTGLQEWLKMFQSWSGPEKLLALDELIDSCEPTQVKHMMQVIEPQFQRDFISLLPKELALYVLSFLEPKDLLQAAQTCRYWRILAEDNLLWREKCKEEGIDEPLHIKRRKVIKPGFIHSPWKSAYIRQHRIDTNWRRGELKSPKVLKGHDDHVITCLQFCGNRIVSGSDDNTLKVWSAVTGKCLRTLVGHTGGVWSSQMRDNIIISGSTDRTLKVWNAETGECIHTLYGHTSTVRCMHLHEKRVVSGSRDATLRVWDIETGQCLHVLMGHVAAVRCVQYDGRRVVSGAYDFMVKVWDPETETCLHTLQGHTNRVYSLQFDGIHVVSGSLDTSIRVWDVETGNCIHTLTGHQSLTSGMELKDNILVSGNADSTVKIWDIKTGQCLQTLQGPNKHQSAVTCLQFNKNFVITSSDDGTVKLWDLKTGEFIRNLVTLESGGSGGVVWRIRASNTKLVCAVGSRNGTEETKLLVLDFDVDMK
# GPR151 ag: human GPR151 activation | PathHunter beta-arrestin GPR151 cells, luminescence | activation, % at 11.2 µM | 650,000 tested, 1% active | AID 1508602; in the data active = activation above about 4.9%;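 also: 0% = median of compound wells and 100% = cells with positive control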
# Target sequence (Q8TDV0 whole entry, looked up): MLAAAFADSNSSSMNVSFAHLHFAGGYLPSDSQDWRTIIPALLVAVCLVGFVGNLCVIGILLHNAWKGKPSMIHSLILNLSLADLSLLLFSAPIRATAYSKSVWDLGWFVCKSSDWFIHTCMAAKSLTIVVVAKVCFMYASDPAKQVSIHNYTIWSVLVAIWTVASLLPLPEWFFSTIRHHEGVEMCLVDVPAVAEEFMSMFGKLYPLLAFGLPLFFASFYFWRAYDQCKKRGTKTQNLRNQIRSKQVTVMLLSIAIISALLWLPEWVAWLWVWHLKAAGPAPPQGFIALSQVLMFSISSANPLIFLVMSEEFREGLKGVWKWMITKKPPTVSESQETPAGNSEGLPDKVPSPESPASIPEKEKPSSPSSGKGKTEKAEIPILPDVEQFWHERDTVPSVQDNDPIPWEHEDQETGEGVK
# MITF inh: human MITF inhibition, primary screen. inhibition, % at 2.6 µM. AID 1259374. AlphaScreen MITF homodimerization, bead proximity signal. 650,000 tested, 0.91% active. O75030; in the data active = inhibition above about 50%;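 also: 0% = vehicle wells with protein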
# An asterisk follows results filed as active.
SMILES,TEAD-YAP inh,FBW7 act,GPR151 ag,MITF inh
C=C(C)CN1C(=O)NC(CC)(C2CCN(Cc3ccc4c(c3)OCO4)CC2)C1=O (stereo unspecified),5.3,0.0,-0.6,-6.5
O=C(NC(=S)Nc1ccc2oc(-c3ccccc3Br)nc2c1)c1ccco1,-22.5,-0.1,1.2,0.6
COc1ccc(N2C(=O)NC(=O)/C(=C/c3ccc(-c4ccc([N+](=O)[O-])cc4)o3)C2=O)cc1,-8.2,1.1,0.2,9.6
O=S(=O)(c1ccc2c(c1)C(=NO)c1cc(S(=O)(=O)N3CCCC3)ccc1-2)N1CCCC1,5.7,-0.1,0.4,6.3
CC(C)CN1C(=O)C(=O)N(CC(=O)Nc2cc(Cl)ccc2Oc2ccccc2)C1=O,2.8,0.1,-0.2,1.5
COc1ccc2c(C)cc(SCC(=O)Nc3ccccc3)nc2c1,-10.5,-0.3,0.1,-2.2
CC(=O)N1CCOc2cc(S(=O)(=O)N3CC=C(c4ccccc4)CC3)c(C)cc21,-2.0,0.0,0.1,6.4
Cc1nc2ncccc2c(=O)n1-c1ccc(F)c(NC(=O)c2cccc(Br)c2)c1,-16.6,-0.1,-0.5,15.7
O=[N+]([O-])c1ccccc1OCC(O)CN1CCOCC1 (stereo unspecified),11.5,1.6,-0.3,9.1
O=C(Nc1ccc(F)cc1)c1cc2ccccc2o1,-81.1,-0.1,-5.3,0.3
CCC(C)NC(=O)c1nn2c(c1Br)NC(c1cccs1)CC2C(F)(F)F (stereo unspecified),-2.8,0.8,-1.4,5.2
Cc1ccccc1OCC(=O)Nc1sc(C(=O)N2CCCC2)c(C)c1C#N,-14.1,-0.1,1.2,-2.0
COC(=O)C(C)(C)ON1C(=O)c2ccccc2C1=O,4.2,-0.1,0.6,4.6
COc1nccnc1NS(=O)(=O)c1ccc(NC(=O)COc2cc(C)c(Cl)c(C)c2)cc1,-14.9,0.3,-1.2,26.5
CCc1ccc2[nH]c(=O)c(CN(Cc3cccs3)C(C)=O)cc2c1,13.7,0.2,0.4,14.1
CCC(C)CC(=O)N1CCc2c(C(=O)OC)c(OCCc3ccccn3)cc(=O)n2CC1 (stereo unspecified),-9.2,-0.1,-0.3,5.7
CCN(CC)Cc1c(C)[nH]c2ccc(Br)cc2c1=O,3.2,0.3,2.4,-5.2
N#Cc1c(NC(=O)c2cc3n(n2)C(C(F)(F)F)CC(c2ccccc2)N3)sc2c1CCCC2 (stereo unspecified),-5.8,0.0,-0.3,-8.5
c1ccc2nc(CN3CCc4nnc(C5CCCO5)n4CC3)ccc2c1 (stereo unspecified),-11.5,0.0,-1.7,-2.5
O=C(C1CCN(Cc2ccccc2F)CC1)N1CCN(c2ccccc2F)CC1,6.2,0.0,-0.9,40.0
c1cncc(CNc2cc(NCCN3CCOCC3)ncn2)c1,7.3,-0.1,0.3,5.3
Cc1nc2scc(C)n2c1C(=O)N1CCOCC1,-3.3,-0.2,0.3,7.5
CCCCCCOc1ccc(-c2nc3ccc(Br)cc3c(=O)o2)cc1,8.5,0.1,-0.6,9.4
Cc1cc2nc(-c3cccc(NC(=O)c4cccc(F)c4)c3)oc2cc1C,-12.8,-0.1,0.3,-1.9
CC(Sc1nnc(N)s1)c1nc2ccccc2c(=O)[nH]1 (stereo unspecified),-3.9,0.1,-0.3,-8.8
Cc1ccc2[nH]cc(CCNC(=O)c3ccc([N+](=O)[O-])cc3)c2c1,1.7,-0.2,-0.3,-49.7
CC1N=C2c3ccccc3N=C(SCc3ccc(Cl)cc3)N2C1=O (stereo unspecified),-15.2,0.2,0.0,9.7
O=C(NCc1ccccc1)c1nnc(Cc2ccc(Cl)cc2)o1,-9.5,-0.2,-0.7,-14.3
O=C(C(Cc1ccccc1)N1C(=O)C2C3CCC(C3)C2C1=O)N1CCOCC1 (stereo unspecified),0.7,0.1,0.9,7.4
CCOc1ccc(N2C(=O)CC(NCCc3cccc(OC)c3)C2=O)cc1 (stereo unspecified),-2.2,0.1,3.6,2.7
COCCNC(=O)COc1cccc(Cl)c1,-7.2,0.0,-0.6,-6.3
CS(=O)(=O)N1CCN(C(=O)Nc2ccc3c(c2)OCO3)CC1,-20.9,0.3,0.0,5.5
Oc1ccc(C(=S)N2CCOCC2)cc1O,12.8,0.7,-0.2,12.0
CC(C)C(OC(=O)c1cc2occc2n1C)C(=O)NCc1ccc2c(c1)OCO2 (stereo unspecified),-3.5,-0.1,-0.2,6.3
CCOc1cc(/C=C2\C(=O)N(c3nc(-c4ccc(Br)cc4)cs3)N=C2c2ccccc2)ccc1O,6.3,-0.2,0.2,-4.6
Cc1cn(S(=O)(=O)c2cc(C)c(Cl)cc2C)cn1,-7.4,0.1,-1.0,1.0
CCSc1nnc(NC(=O)C(CC)CC)s1,-6.1,-0.2,1.7,0.2
CCC(C)CCCNc1nnc(SCC(=O)NC2CCCC2)s1 (stereo unspecified),11.7,0.1,-1.3,21.0
CCc1cc(=O)[nH]c(SCC(=O)N(CC)CC)n1,13.2,0.3,1.7,7.6
O=C(NC1CCOCC1)c1cc(COc2ccc(F)cc2F)on1,-3.6,-0.2,0.9,4.2
CC1CCc2cc(F)ccc2N1C(=O)c1ccc(N2CC3CC(C2)c2cccc(=O)n2C3)c(NC(=O)c2ccc(Br)o2)c1 (stereo unspecified),4.4,0.1,-0.5,21.1
Cc1cccc(NC(=O)C2COc3ccccc3O2)c1C (stereo unspecified),-17.4,0.0,-0.5,-4.1
CSc1cccc(N2CC(C(=O)Nc3ccc(C(N)=O)cc3)CC2=O)c1 (stereo unspecified),-1.8,0.0,0.4,-2.3
CCOc1ccc(C2C(C(=O)OC3CCCC3)=C(C)NC3=C2C(=O)CC(c2ccc(OC)cc2)C3)cc1OC (stereo unspecified),10.2,0.1,1.6,-1.8
COc1ccc2oc(=O)c3c(c2c1)CC(C(F)(F)F)S3 (stereo unspecified),18.6,0.2,1.9,-8.4
O=C1C(Cc2ccc(O)cc2)NC(=S)N1c1ccccc1 (stereo unspecified),-2.9,-0.3,-0.4,2.1
COc1cccc(CN2CCC(C(=O)NC(C)C)CC2)c1,2.7,0.8,1.5,45.7
Cc1ccc(C(=O)Nc2n[nH]c(=S)s2)cc1[N+](=O)[O-],-35.0,-0.2,1.4,1.7
Cn1c(/C=C/c2c[nH]c3ccccc23)nc2ccccc2c1=O,-52.4,0.0,-0.7,2.3
CCCOc1ccc(/C=C/C(=O)Nc2ccc(S(=O)(=O)Nc3cc(C)nc(C)n3)cc2)cc1,-4.0,-0.2,-0.1,5.9
COc1ccc(CC(=O)N2CCCC(C)C2)cc1 (stereo unspecified),-14.3,-0.4,1.5,9.3
COc1ccc2c(c1OC)C(=O)N(c1ccc(C(=O)O)c(O)c1)C2=O,5.4,0.2,-1.6,24.7
Cc1ccc(-c2cc(C(F)F)n3ncc(C(=O)Nc4cccnc4)c3n2)cc1,12.0,-0.1,-1.2,15.8
O=[N+]([O-])c1ccc(-n2ncnc2-c2ccccc2)cc1,8.2,-0.1,-0.1,0.7
O=C(NCCc1ccc(Cl)cc1)c1ccc(N2CC3CC(C2)c2cccc(=O)n2C3)c([N+](=O)[O-])c1 (stereo unspecified),1.3,-0.1,-0.3,-11.8
CC(/C=N\Nc1nc(N2CCCC2)nc(N2CCCC2)n1)=C\c1ccccc1,1.8,-0.1,1.3,10.2
CC(C)N(CCNc1ncnc2nc(N3CCCC3CO)[nH]c12)C(C)C (stereo unspecified),1.8,-0.2,-1.2,12.7
O=C(CCn1[nH]c(=O)ccc1=O)N1CCC(c2ccncc2)CC1,3.1,0.0,-1.1,-6.5
CCOC(=O)C1=C(C)NC2=C(C(=O)CC(c3ccc(OC)cc3)C2)C1c1cc(Br)c(O)c(OC)c1 (stereo unspecified),3.5,-0.1,0.2,-2.7
COc1ccc(Cl)cc1C(=O)NN=C1CCN(C)CC1,-7.9,0.1,-0.3,5.4

# Exported with values under each structure: entries from further up.
# Under each structure – TEAD-YAP inh | FBW7 act | GPR151 ag | MITF inh
> COc1ccc2c(c1OC)C(=O)N(c1ccc(C(=O)O)c(O)c1)C2=O
 : 5.4 | 0.2 | -1.6 | 24.7
> Cc1ccc(-c2cc(C(F)F)n3ncc(C(=O)Nc4cccnc4)c3n2)cc1
 : 12.0 | -0.1 | -1.2 | 15.8

# Random excerpt: 5 entries already listed
SMILES,TEAD-YAP inh,FBW7 act,GPR151 ag,MITF inh
COc1ccc(Cl)cc1C(=O)NN=C1CCN(C)CC1,-7.9,0.1,-0.3,5.4
COc1ccc2c(c1OC)C(=O)N(c1ccc(C(=O)O)c(O)c1)C2=O,5.4,0.2,-1.6,24.7
CCOC(=O)C1=C(C)NC2=C(C(=O)CC(c3ccc(OC)cc3)C2)C1c1cc(Br)c(O)c(OC)c1 (stereo unspecified),3.5,-0.1,0.2,-2.7
O=C(CCn1[nH]c(=O)ccc1=O)N1CCC(c2ccncc2)CC1,3.1,0.0,-1.1,-6.5
COc1ccc(CC(=O)N2CCCC(C)C2)cc1 (stereo unspecified),-14.3,-0.4,1.5,9.3

# Later entries.
SMILES,TEAD-YAP inh,FBW7 act,GPR151 ag,MITF inh
Cc1ccc(N(CC(=O)NC(C(C)C)C(C)C)S(C)(=O)=O)cc1Cl,-1.4,0.2,0.7,13.6
COc1ccc(C2=N/C(=C\c3sccc3C)C(=O)O2)c(Cl)c1,5.1,-0.2,1.0,-0.4
O=C(c1cnc(N2CCN(c3ncccn3)CC2)c2ccccc12)N1CCN(c2ncccn2)CC1,24.7,-0.2,-0.8,6.2
Cc1cccc(N=C2CNC(=O)NC2=O)c1,5.1,-0.2,2.9,-2.5
COC(=O)c1ccc(C2C3C(=O)NC(=O)C3ON2c2ccc(Br)cc2)cc1 (stereo unspecified),7.8,0.0,-0.5,-1.2
Cn1c(=O)[nH]c(N2CCOCC2)c(Cc2ccc(C#N)cc2)c1=O,-1.2,0.2,-2.5,13.9
O=C(CCCN1C(=O)c2cccc3cccc(c23)C1=O)OCC(=O)c1ccc(Cl)cc1,-5.6,0.1,-0.1,7.9
O=C(Oc1cccc(Br)c1)c1cccc(C(=O)Oc2cccc(Br)c2)n1,12.5,0.0,-0.6,3.6
CCOc1ccc(S(=O)(=O)Nc2cc([N+](=O)[O-])ccc2OC)cc1,51.3*,-0.1,1.9,9.8
O=C(Nc1nnc(C(F)(F)F)s1)c1cccc([N+](=O)[O-])c1,-48.8,-0.1,-4.7,3.3
COc1cccc(NC(=O)N2CCc3nc(-c4ccncc4)nc(N4CCOCC4)c3C2)c1,-11.4,-0.2,-0.4,-5.2
c1ccc(-c2ccc(-c3nc(-c4ccccn4)no3)cc2)cc1,94.5*,0.1,-11.7,-2.4
CCOC(=O)c1ccc(NC(=O)c2ccc(S(=O)(=O)N3CCCCC3)cc2)cc1,6.0,0.0,-0.3,-5.4
CC1=C(C(=O)N2CCOCC2)C(c2cccc(OCc3ccccc3)c2)NC(=O)N1 (stereo unspecified),2.9,-0.2,-1.0,3.9
O=C(CN1C(=O)C(=O)N(Cc2ccco2)C1=O)Nc1ccc(F)c(F)c1F,-8.3,0.1,0.8,8.5
Cc1ccc(NC(=O)C2CCCNC2=O)nc1 (stereo unspecified),-7.3,0.2,-0.7,7.8
CCOC(=O)C1CCN(C(=O)Cn2c3ccccc3c(=O)c3ccccc32)CC1,8.1,-0.1,0.8,-5.7
CCCOC(=O)c1cccc(NC(=O)COc2cccc(Cl)c2)c1,-11.9,0.0,-0.9,-0.5
NC(C(=O)N1CCC(Nc2ccc3cnccc3c2)CC1)c1ccc(-c2ccccc2)cc1 (stereo unspecified),-18.1,-0.2,-1.4,-12.4
COc1cc(C(=O)OC(C)CN2CCOCC2)cc(OC)c1OC (stereo unspecified),-3.9,0.0,0.6,-9.5
O=c1nc(SCc2cccc3ccccc23)c2c([nH]1)CCCC2,0.8,-0.1,1.1,8.6
O=C(CSc1nnc2sc3ccccc3n12)c1ccc2ccccc2c1,-5.7,0.0,-0.3,-3.3
CNC(=O)COC(=O)Cc1ccc(-c2ccccc2)cc1,-0.4,0.0,-1.7,-0.3
CCOc1ccc(NC(=O)CN2C(=O)C(c3ccccc3)=NC23CCC(C)CC3)cc1 (stereo unspecified),9.0,0.0,4.1,9.9
OC(COc1ccc(Cl)cc1)CN1CCCCC1 (stereo unspecified),3.8,0.0,0.0,12.8
COc1ccc(C(=O)Nc2ccc(S(=O)(=O)N3CCCC3)cc2)cc1,4.3,0.4,0.0,3.1
O=C1Nc2ccccc2C(=O)C1C(c1ccc(Cl)cc1)C1C(=O)Nc2ccccc2C1=O (stereo unspecified),4.1,0.1,0.4,-4.5
O=C(c1ccc(F)cc1)C1CCN(C(=O)c2ccccc2F)CC1,-6.8,0.0,0.3,5.5
CCCOc1ccc(C(=O)Nn2c(-c3cccc(OC)c3)nc3ccccc3c2=O)cc1,9.0,0.0,1.7,2.3
O=C(COC(=O)C(CCCCN1C(=O)C2C3CCC(C3)C2C1=O)N1C(=O)C2C3CCC(C3)C2C1=O)c1cccc([N+](=O)[O-])c1 (stereo unspecified),2.7,0.1,0.9,-19.0
Cc1cc(C)cc(OCC(=O)Nc2ccc(N3CCOCC3)cc2)c1,-1.5,-0.1,0.3,-3.8
COC(=O)Nc1ccc2c(c1)Nc1ccccc1CC2,-1.4,0.1,0.7,19.4
CC(=O)n1cc(/C=C2\N=C(c3cc(I)ccc3Cl)OC2=O)c(-c2ccccc2)n1,1.5,0.2,1.2,9.8
COc1cc([N+](=O)[O-])ccc1N=Cc1nc(-c2ccccc2Br)oc1O,7.9,-0.1,1.4,5.2
COc1ccc(NS(=O)(=O)c2ccc(Oc3ccccc3OC)cc2)cc1,33.2*,0.3,-0.3,6.8
CCn1ccc2cc(OC)ccc2c1=S,-15.6,0.0,-0.3,-5.3
COC(=O)C1=CN(c2ccc(C)c(Cl)c2)C=C(C(=O)OC)C1c1cccs1,8.5,-0.1,0.2,56.7*

# Screening data as filed in PubChem.
